Source: PubChem BioAssay (several laboratories)
Ecoli viability: counter-screen for AddAB inhibitors: E. coli growth inhibition; inhibition, % at 11.9 µM; AID 449728; E. coli V3065 growth, OD600 absorbance, 18 h; 330,000 compounds, 0.27% hits;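 active = inhibition above the campaign's mean inhibition across all tested compounds plus 3 SD, cut at about 9.9% in these data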;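 note: uninfected addAB+ strain grown without phage in ampicillin broth; 0% = DMSO wells and 100% = ciprofloxacin 0.95 µg/ml wells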
PKA-R1A act: activates the PKA-R1A holoenzyme complex; P00514+P68181; PKA-R1A dissociation, Cy5-IP20 fluorescence polarization; scaled: DMSO 0%, 113 µM cGMP 100%; activation, % at 11.4 µM; 340,000 compounds, 0.083% hits; AID 504707;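 active = percent activation above the mean of all tested compounds plus 3 SD, cut at about 19% in these data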;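 note: higher means more PKAc released from R1A so a rise in polarization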
phage Ecoli inh: E. coli growth loss with phage present; growth absorbance; inhibition, % at 11.9 µM; 360,000 compounds, 0.26% hits; AID 651602; in the data active = inhibition above about 11%
PfHsp90 set2: reduces growth (ATP signal) of yeast expressing P. falciparum Hsp90. S. cerevisiae expressing PfHsp90, BacTiter-Glo ATP, 48 h; yeast lacking PDR1 and PDR3 efflux regulators. inhibition, % at 9.4 µM. 310,000 compounds, 0.32% hits;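 active = every replicate shows inhibition above about 80%, whatever the replicate mean, limit read from the data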;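 note: 0% = DMSO neutral controls and 100% = 20 µM radicicol positive controls; yeast relying on Plasmodium falciparum Hsp90 in place of its own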
OPRM1-OPRD1 inv: inverse agonists of human mu-delta opioid receptor heterodimerization; P35372+P41143; cell-based MOR-DOR heterodimer luminescence, inverse agonism; inhibition, % at 9.3 µM; 340,000 compounds, 0.21% hits; in the data active = inhibition above about 22%, passing the limit was not always enough;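 note: 0% = cells with DMSO and 100% = wells without cells with DMSO; values of inactives mirror those of a sister screen read the other way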
SUMO Mot1 rescue: SUMOylation pathway inhibition by Mot1-301 growth rescue. S. cerevisiae Mot1-301 growth rescue, ATP luminescence, 38.5C; percent above DMSO median, 100 means doubled. growth rescue, % at 18.8 µM. 320,000 compounds, 1% hits. AID 2716;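 active = every valid replicate shows activation above 250% relative to neutral control wells; inactive = the rest, any valid replicate at or below 250%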;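 note: OY570 slx delta 5 strain wells were the positive control but not used for scaling; some compounds called inactive have numbers as strong as hits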
HTR5A ag: activates human HTR5A in OPRM1-OPRD1 agonist counter-screen | activation, % at 9.3 µM | 340,000 compounds, 0.61% hits | HTR5A agonist assay, luminescence, cell-based; in the data active = activation mostly above about 9.5%, no sharp cut-off; inactive = mostly below about 7.6%;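 note: 0% = cells with vehicle only and 100% = reference agonist; strong numbers were not always called active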
HTR5A inv ag: counter-screen for OPRM1-OPRD1 inverse agonists: human HTR5A inverse agonism; HTR5A cell line, luminescence; 340,000 compounds, 0.083% hits; inhibition, % at 9.3 µM; AID 504634; in the data active = inhibition mostly above about 23%, no sharp cut-off; inactive = mostly below about 18%;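 note: 0% = cells with DMSO and 100% = no-cell wells with DMSO; some compounds called inactive have numbers as strong as hits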
OPRM1-OPRD1 ag: OPRM1-OPRD1 heterodimerization agonism; activation, % at 9.3 µM; AID 504326; cells, luminescence; P35372+P41143; 340,000 compounds, 0.3% hits; in the data active = activation above about 18%;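 note: 0% = vehicle-treated cells and 100% = reference agonist; values of inactives mirror those of a sister screen read the other way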
Pemphigus Ab inh: blocks pemphigus antibody binding to human desmoglein-3; P32926; DSG3-coupled beads, scFv-anti-DSG3-GFP binding, flow cytometry; stronger effect = lower value; binding (percent of control), % at 10 µM; 310,000 compounds, 0.48% hits; AID 588358;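 active = binding more than 3 SD below its plate's average and above zero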; note: some compounds called inactive have numbers as strong as hits
Target sequence (P32926 whole entry, looked up): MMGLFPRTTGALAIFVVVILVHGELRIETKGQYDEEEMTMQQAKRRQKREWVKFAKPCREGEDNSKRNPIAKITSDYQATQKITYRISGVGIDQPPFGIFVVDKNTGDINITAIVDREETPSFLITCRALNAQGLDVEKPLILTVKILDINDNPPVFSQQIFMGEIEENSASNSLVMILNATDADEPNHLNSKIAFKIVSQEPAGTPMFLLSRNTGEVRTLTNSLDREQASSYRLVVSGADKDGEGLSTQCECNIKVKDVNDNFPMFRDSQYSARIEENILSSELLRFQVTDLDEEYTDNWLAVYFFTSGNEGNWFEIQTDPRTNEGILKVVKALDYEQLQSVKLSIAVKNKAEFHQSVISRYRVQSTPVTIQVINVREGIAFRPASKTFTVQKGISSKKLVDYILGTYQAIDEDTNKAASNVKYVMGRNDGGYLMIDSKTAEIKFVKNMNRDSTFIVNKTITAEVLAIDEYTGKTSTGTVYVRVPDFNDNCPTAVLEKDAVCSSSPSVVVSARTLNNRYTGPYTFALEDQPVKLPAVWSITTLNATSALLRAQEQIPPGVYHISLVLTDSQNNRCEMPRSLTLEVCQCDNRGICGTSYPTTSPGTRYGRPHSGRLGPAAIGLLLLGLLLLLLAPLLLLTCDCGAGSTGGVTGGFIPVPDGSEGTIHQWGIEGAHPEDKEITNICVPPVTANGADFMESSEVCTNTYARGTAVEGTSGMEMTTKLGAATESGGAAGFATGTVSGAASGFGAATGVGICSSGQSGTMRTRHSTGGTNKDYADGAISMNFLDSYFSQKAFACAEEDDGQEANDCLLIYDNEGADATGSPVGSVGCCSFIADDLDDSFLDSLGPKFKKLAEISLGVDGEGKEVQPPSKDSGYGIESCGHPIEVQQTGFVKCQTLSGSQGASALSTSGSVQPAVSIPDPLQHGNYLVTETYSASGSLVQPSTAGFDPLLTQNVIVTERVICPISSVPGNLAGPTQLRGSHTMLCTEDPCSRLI
AddAB inh: less growth of phage-infected E. coli with AddAB | 330,000 compounds, 0.29% hits | AID 435030 | inhibition, % at 11.9 µM | E. coli expressing H. pylori AddAB, absorbance growth; in the data active = inhibition above about 12%;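 note: 0% = vehicle wells of infected cells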
The depositor's hits bear a star; i = inactive; x = no result given.

SMILES	Ecoli viability	PKA-R1A act	phage Ecoli inh	PfHsp90 set2	OPRM1-OPRD1 inv	SUMO Mot1 rescue	HTR5A ag	HTR5A inv ag	OPRM1-OPRD1 ag	Pemphigus Ab inh	AddAB inh
CCC(C)c1ccccc1NC(=O)C(C)NCCN(C)C (stereo unspecified)	-0.4	-24	-1.9	8	7	-16	2	-4	-1.3	95	0.2
Cc1cc(NC(=O)c2c(-c3ccccc3Cl)noc2C)no1	-1.2	13	0.5	5	6	95	7	-5	-1.1	121	-1.8
O=C(NCCc1ccc(Cl)cc1)Nc1ccc(Cl)cc1	-0.2	-5	4.4	15	-11	-1	8	-18	2.1	104	-0.5
O=C(Nc1ccc(N2CCN(C(=O)c3cccs3)CC2)c(Cl)c1)c1cccnc1	-0.5	3	2.1	13	-14	6	5	-14	2.7	97	-0.2
COc1ccc(OC)c(NC(=O)C23CC4CC(C2)CC(n2cnc(Br)n2)(C4)C3)c1	-2.8	-1	2.0	10	13	-7	0	0	-2.4	100	-0.9
CN(C)c1ccc(C(=O)C(O)c2ccccc2)cc1 (stereo unspecified)	0.2	14	2.0	-22	9	-26	-2	16	-1.7	101	4.6
CCOC(=O)N1CCN(C(=O)C2CC(=O)N(c3ccccc3)C2)CC1 (stereo unspecified)	2.3	-6	1.2	2	10	-18	0	-13	-1.7	100	-0.6
Cc1cc(C)nc(-n2ncc3c2CC(c2ccccc2)CC3=O)n1 (stereo unspecified)	-1.4	5	3.0	-13	11	-15	2	-5	-2.1	94	0.9
CC(C)(C)C1CCC(=NNS(=O)(=O)c2ccc(Br)cc2)CC1 (stereo unspecified)	1.1	-6	2.4	7	-1	0	21*	-73	0.1	97	1.0
CCN(CC)S(=O)(=O)c1cc([N+](=O)[O-])ccc1N=Nc1c(O)[nH]c2ccccc12	1.5	-7	0.1	-16	-8	5	-1	3	1.6	101	-0.3
NS(=O)(=O)c1cccc(NC(=O)CCc2ccc(S(=O)(=O)N3CCOCC3)cc2)c1	x	9	5.0	36	2	x	-2	-1	-0.3	106	x
COc1ccc(C(=O)COC(=O)COc2cc(C)cc(C)c2)cc1	1.7	-4	3.0	9	17	1	2	7	-3.1	97	0.9
CC(C)NC(=O)COC(=O)c1cc(Br)ccc1Cl	2.0	-9	3.6	3	17	-3	9	-24	-2.8	100	0.8
O=C(NCCc1ccc(F)cc1)c1cccc2c1C(=O)c1ccc(N3CCC(Cc4ccccc4)CC3)cc1S2(=O)=O	-1.9	-7	x	-8	8	21	12	19	-1.4	133	0.1
CCOc1ccc(C(=O)CCC(=O)NC(C)C(=O)OC)cc1 (stereo unspecified)	2.0	-1	1.6	x	-4	-3	5	-14	0.9	118	4.0
Cc1ccc(N(CC(=O)NC2CCCCC2)C(=O)CNC(=O)c2ccco2)c(C)c1	1.6	3	3.9	0	10	382	1	7	-1.4	x	3.0
O=C(Nc1cccc(S(=O)(=O)NC2=NCCC2)c1)c1cc(Cl)ccc1[N+](=O)[O-]	1.7	-12	x	x	7	90	3	-10	-1.1	96	2.1
COc1ccccc1C(=O)Nn1cnc2ccccc2c1=O	1.9	0	3.4	-13	6	-5	4	-9	-1.1	99	3.5
Cc1cccn2c(=O)nc(SCC(=O)NC3CCCCC3)nc12	1.2	4	0.9	-25	6	-11	1	-5	-0.9	90	0.9
O=C1CC(c2c[nH]c3ccccc23)C(=O)N1c1ccccc1 (stereo unspecified)	-2.0	-13	1.8	14	9	709*	2	-5	-1.4	x	2.9
COCCCNC(=O)c1nc2ccccc2c(=O)n1NC(=O)Nc1c(Cl)cccc1Cl	-1.2	-10	1.3	-12	20	500	-2	7	-4.5	108	1.6
CN(CC(=O)NC1CC1)S(=O)(=O)c1cc(Cl)ccc1Cl	x	-6	1.4	-6	5	-9	2	-4	-0.9	104	x
Fc1ccc(NC(=S)NC2CC3CCCC(C2)N3Cc2cccs2)cc1 (stereo unspecified)	0.6	-5	6.6	-13	2	6	0	1	-0.4	102	1.0
CN(C)CCCNC(=O)/C(=C\c1ccc(-c2cccc([N+](=O)[O-])c2)o1)NC(=O)c1ccccc1	0.2	-5	3.8	-30	2	1	6	19	-0.3	87	2.0
O=C(COC(=O)CCCNC(=O)c1ccc(Cl)cc1)NC1CC1	1.1	-5	-0.6	-22	-2	-14	-3	3	0.4	113	3.4

Full records, quoted from the list:
`CCOC(=O)N1CCN(C(=O)C2CC(=O)N(c3ccccc3)C2)CC1` (stereo unspecified) is listed as Ecoli viability: 2.3; PKA-R1A act: -6; phage Ecoli inh: 1.2; PfHsp90 set2: 2; OPRM1-OPRD1 inv: 10; SUMO Mot1 rescue: -18; HTR5A ag: 0; HTR5A inv ag: -13; OPRM1-OPRD1 ag: -1.7; Pemphigus Ab inh: 100; AddAB inh: -0.6
`CCC(C)c1ccccc1NC(=O)C(C)NCCN(C)C` (stereo unspecified) is listed as Ecoli viability: -0.4; PKA-R1A act: -24; phage Ecoli inh: -1.9; PfHsp90 set2: 8; OPRM1-OPRD1 inv: 7; SUMO Mot1 rescue: -16; HTR5A ag: 2; HTR5A inv ag: -4; OPRM1-OPRD1 ag: -1.3; Pemphigus Ab inh: 95; AddAB inh: 0.2

(continued)
SMILES	Ecoli viability	PKA-R1A act	phage Ecoli inh	PfHsp90 set2	OPRM1-OPRD1 inv	SUMO Mot1 rescue	HTR5A ag	HTR5A inv ag	OPRM1-OPRD1 ag	Pemphigus Ab inh	AddAB inh
Nc1nc(SCC(=O)Nc2ncc(C(F)(F)F)cc2Cl)n[nH]1	12*	-6	2.0	28	-9	-2	2	-6	1.9	93	8.8
CCc1ccc(NC(=S)N2CCCC2)cc1	x	0	-0.9	8	16	0	-3	26	-2.4	109	x
C=CCn1c(SCC(=O)NCc2ccco2)nc2sc(C)c(C)c2c1=O	2.0	-1	0.7	-4	11	407	1	-2	-2.0	102	0.8
c1ccc(-c2ccccc2OCCCCN2CCCCC2)cc1	1.2	2	1.9	-18	12	23	-1	3	-2.0	107	1.2
CCc1nnc(NS(=O)(=O)c2ccc(NC(=O)c3cccc4ccccc34)cc2)s1	-2.1	-20	2.3	-7	6	41	4	-11	-0.8	96	-1.8
O=C(CSc1nnc(-c2cccc(S(=O)(=O)N3CCCCC3)c2)o1)NCCC1=CCCCC1	0.7	-3	3.5	-22	9	-7	-1	1	-1.8	103	-1.2
CCOC(=O)C(=CNc1ccc(S(N)(=O)=O)cc1)C(=O)OCC	0.7	-2	2.5	-26	22	1	5	-18	-4.2	95	-0.8
COc1ccc(-c2c(-c3cc(OC)cc(OC)c3)n(C)c3ccc(-c4ccc5[nH]ccc5c4)cc23)cc1	1.8	-1	3.6	-7	3	-41	3	-13	-0.6	94	0.4
CCCCCCC(=O)Nc1ccc(Br)cn1	-0.3	4	2.4	16	-13	36	3	-9	2.4	99	1.2
O=C(c1ccccc1)N1N=C(c2cccs2)CC1c1ccccc1O (stereo unspecified)	-1.2	4	1.0	3	-83	-12	14	4	16	120	1.0
Cc1ccc2c(c1)N(CC(=O)N1CCN(c3ccccc3)CC1)C(=O)C(C)O2 (stereo unspecified)	-0.9	0	1.8	-20	6	-10	2	5	-0.9	88	1.4
CCOC(=O)COc1ccc(S(=O)(=O)N2CCN(C(=O)OCC)CC2)cc1	-0.9	1	4.1	-19	8	-10	4	6	-1.5	105	2.7
CCOc1ccc2[nH]c(=O)c(CN(Cc3nnnn3Cc3ccco3)C3CCCCC3)cc2c1	0.6	5	1.5	-4	-1	-7	-3	-1	0.2	x	1.1
c1ccc(CCn2nnnc2CN2CCCc3ccccc32)cc1	1.0	-9	2.4	3	12	96	-3	-8	-2.0	218	0.6
COc1cccc(OC(C)c2ccnc3nc(/N=C/N(C)C)nn23)c1 (stereo unspecified)	-0.4	-7	2.2	x	-12	-13	4	11	2.1	98	1.5
O=[N+]([O-])c1cccc(-c2nnc(-c3ccccc3F)o2)c1	x	-10	4.5	-28	5	i	-2	7	-1.1	103	x
CCOc1cc(S(=O)(=O)NCc2cccs2)ccc1Cl	-0.9	-1	2.3	-3	-12	6	0	12	3.0	x	2.2
CC(C)c1cc(C(=O)N/N=C/c2ccoc2)cs1	-0.6	-6	0.2	38	6	11	4	-11	-1.6	110	0.3
O=[N+]([O-])c1cccc(-c2ccc(/C=N/NC(=S)Nc3ccccc3)o2)c1	10*	-6	1.0	-36	-49	-2	2	6	8.7	98	8.8
CC(=O)c1cccc(NC(=O)c2ccc(C)c(S(=O)(=O)N3CCOCC3)c2)c1	-1.2	8	0.1	-4	-2	-10	-3	-3	0.2	134	2.2
O=C1CCc2cc(S(=O)(=O)Nc3cccc(F)c3)cc3c2N1CC3	1.4	4	3.0	x	8	-3	-7	21	-1.5	96	2.9
Cc1ccc(S(=O)(=O)N2CCN(CC(=O)N/N=C\c3ccc(O)c(O)c3)CC2)cc1	-3.2	-7	-0.3	-29	-1	-4	-3	-31	0.2	91	-0.9
O=C(COC(=O)c1ccccn1)Nc1cccc(Cl)c1Cl	0.9	-14	1.1	x	7	571	3	-29	-1.2	111	3.2
COc1cc(C(=O)OCC(=O)NCC2CCCCC2)ccc1OCC(C)C	-2.9	0	2.8	-8	-1	3	5	-14	0.1	105	-2.5
CCCCC(=O)NC(=S)NNS(=O)(=O)c1ccccc1	-0.5	-3	x	16	15	5	-1	4	-3.2	80	3.0

Next part:
SMILES	Ecoli viability	PKA-R1A act	phage Ecoli inh	PfHsp90 set2	OPRM1-OPRD1 inv	SUMO Mot1 rescue	HTR5A ag	HTR5A inv ag	OPRM1-OPRD1 ag	Pemphigus Ab inh	AddAB inh
CCOC(=O)c1ccc(Nc2cc(C)nc(N3CCOCC3)n2)cc1	-1.9	-8	1.7	40	9	-6	-1	3	-1.6	115	-1.5
CC(C)CN(CCOc1cccc(N2C(=O)C3=C(CCCC3)C2=O)c1)CC(C)C	-0.5	1	-0.6	5	13	-11	-3	11	-2.3	121	4.7
O=C(CCN1C(=O)/C(=C/c2ccc(F)cc2)SC1=S)NC1C=CS(=O)(=O)C1 (stereo unspecified)	-0.5	-7	1.7	0	12	7	0	1	-2.5	60*	2.5
O=S(=O)(Cc1cc(Cl)nc(-c2cccnc2)n1)c1ccccc1	1.7	0	x	-18	4	-5	-5	4	-0.6	99	1.8
COc1ccc(-c2nn(C)c(=O)c3ccccc23)cc1NC(=O)Cn1nc(C)c2ccccc2c1=O	-4.1	0	0.8	-15	4	-2	-6	13	-0.8	87	1.1
O=C(COC(=O)CCNS(=O)(=O)c1ccc2c(c1)OCCO2)NC1CCCc2ccccc21 (stereo unspecified)	-1.9	-16	-1.2	x	11	1	0	-1	-1.9	x	-1.1
COc1ccc(/C=N/Nc2nc(C)cc(-c3ccccc3)n2)cc1OC	-0.9	-5	-2.2	-5	4	-13	0	14	-0.7	117	1.6
CC(=O)N1CCSc2ccc(S(=O)(=O)NCCc3cccc(C)c3)cc21	1.7	2	1.7	7	2	9	3	-27	-0.4	106	3.4
CCN(CC)CC#CCC(O)(c1ccccc1)c1ccccc1	-0.1	2	1.2	5	0	x	5	-22	-0.1	111	0.0
CNC(=O)CSc1nnc(NC(=O)C2CC(=O)N(c3ccccc3OC)C2)s1 (stereo unspecified)	-1.8	-17	-0.4	-8	1	-10	-5	12	-0.2	111	2.3
Cc1ccc(NC(=O)Nc2cccs2)nc1	-1.1	1	1.9	54	7	-7	-4	8	-1.2	x	0.9
